FN deposition inh – inhibitors of fibronectin matrix deposition, primary screen, AH1F cells, Alexa488-fibronectin fluorescence, plate reader; inhibition, % at 12.6 µM; AH1F fibroblasts, overnight; 0.086% of 350,000 active;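 active means mean inhibition across replicates of 30% or more, regardless of how many single replicates reach that level; inconclusive means mean under 30% yet at least half of replicates reach 30%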;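 further: positive control wells lacked labelled fibronectin entirely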
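Assay system: AH1F fibroblast monolayer, labelled fibronectin deposition. Amount: 10000 cells per well. Also added: labelled fibronectin 24 nM. Compound: single-point pinned compound. Incubation: cell attachment 1 h, compound and FN exposure overnight. Detection: fluorescence after three HBSS washes, excitation 485 nm, emission 525 nm. Read-out: inhibition of fibronectin deposition signal.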
Casp6 inh – human caspase-6 inhibitors, primary screen, biochemical, VEID-R110 fluorescence, single point, set 2 | P55212 | purified caspase-6, Z-VEID-R110 cleavage fluorescence | inhibition, % at 12.5 µM | 0.53% of 350,000 active | AID 686996, 2013;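 active means mean inhibition across replicates at least about 35%, with every replicate also reaching that limit, limit read from the data; inconclusive means only one of the two criteria met; inactive means neither criterion met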;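 further: 0% = median of neutral control wells and 100% = no fluorescence left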
Target sequence (P55212 24-179 limits assumed): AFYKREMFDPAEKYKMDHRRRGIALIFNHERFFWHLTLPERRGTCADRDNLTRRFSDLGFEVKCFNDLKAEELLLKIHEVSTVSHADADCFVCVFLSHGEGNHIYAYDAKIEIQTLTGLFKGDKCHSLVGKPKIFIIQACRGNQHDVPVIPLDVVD
Target sequence (P55212 194-293 limits assumed): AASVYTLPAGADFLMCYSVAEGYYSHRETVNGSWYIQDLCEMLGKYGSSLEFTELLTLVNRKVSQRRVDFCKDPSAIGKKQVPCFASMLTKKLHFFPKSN
S100A4 MyoIIA – inhibitors of S100A4-myosin IIA peptide binding, primary screen, biochemical, fluorescence polarization, TAMRA-MyoIIA peptide; Protein S100-A4 (Homo sapiens), P26447; inhibition, % at 10.7 µM; 0.14% of 360,000 active; AID 652163, 2013;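 active means mean inhibition of at least 70% across replicates, with every replicate also reaching that level; inconclusive means mean inhibition reaches 70% but some replicates fall short; inactive means mean inhibition below 70%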
Target sequence (P26447 whole entry, looked up): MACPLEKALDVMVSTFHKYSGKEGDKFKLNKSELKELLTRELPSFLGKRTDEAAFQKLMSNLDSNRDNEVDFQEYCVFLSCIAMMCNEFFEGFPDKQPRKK
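Compound dosing: one dose per compound; test system: human S100A4 monomer with TAMRA-labelled myosin IIA peptide; probe or stimulus: TAMRA-labelled myosin IIA heavy-chain peptide probe, 5 nM; medium: HEPES buffer with Ca2+, pH 7.2; schedule: 5 min incubation before reading; benchmarks: neutral control DMSO, positive control TFP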
esBAF inh – Bmi1 luciferase reporter increase in mESCs, primary screen, esBAF inhibitor project, mouse ES cells, Bmi1 luciferase knock-in, single point | 24 h; 100% = twice the neutral-well signal | reporter increase, % at 12.5 µM | 2% of 350,000 active; in the data active means activation above about 40%; inconclusive means no clear call, values can overlap the other calls;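 further: 0% = median of the plate's neutral control wells and 100% = double that signal; a rise in the Bmi1 reporter signal indicates esBAF inhibition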
LGR2 antag – inhibitors of bursicon-induced LGR2 CRE-luciferase signal, primary screen, cell-based, HEK293, CRE-luciferase reporter, bursicon stimulation; inhibition, % at 9.99 µM; 0.35% of 380,000 active; bursicon-stimulated, 4 h; Drosophila bursicon receptor LGR2 (rickets);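 active means drop in luminescence signal, shown as inhibition above about 50% in the replicate tests, limit read from the data, passing the limit was not always enough; inconclusive means probably only some replicates passing the limit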;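 further: agonist challenge used bursicon conditioned medium at about half maximal strength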
C2C12 statin – suppressors of statin myotoxicity in C2C12 myotubes, primary screen, cell-based, single point, plate reader. C2C12 myotubes + simvastatin, ATP luminescence, 48 h; scaled: DMSO 0, geranylgeraniol control 100. rescue of ATP level, % at 7.49 µM. 0.78% of 330,000 active;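 active means mean ATP rescue above about 67%, or every replicate alone reaching that limit, limit read from the data, passing the limit was not always enough; inconclusive means no clear call, values can overlap the other calls; inactive means mean under the limit and some replicate under it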;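 further: myotubes were challenged with 10 µM simvastatin during compound exposure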
SIRT5 block – SIRT5 desuccinylase inhibitors, primary screen, biochemical, fluorescence imaging, single point, set 5. inhibition, % at 15 µM. NAD-dependent protein deacylase sirtuin-5, mitochondrial (Homo sapiens), Q9NXA8. AID 652115, 2013. Purified SirT5, succinyl-peptide AMC, trypsin-coupled fluorescence. 1.1% of 330,000 active; in the data active means inhibition above about 15%; inconclusive means no clear call, values can overlap the other calls
Target sequence (Q9NXA8 whole entry, looked up): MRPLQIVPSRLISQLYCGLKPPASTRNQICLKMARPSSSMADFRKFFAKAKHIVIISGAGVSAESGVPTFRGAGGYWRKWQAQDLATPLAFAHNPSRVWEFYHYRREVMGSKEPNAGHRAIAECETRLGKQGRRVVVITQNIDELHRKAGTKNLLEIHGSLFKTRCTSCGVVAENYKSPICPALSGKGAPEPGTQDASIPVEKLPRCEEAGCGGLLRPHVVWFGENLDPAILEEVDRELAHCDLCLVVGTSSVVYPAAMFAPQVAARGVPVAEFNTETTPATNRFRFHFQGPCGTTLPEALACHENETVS
Numbers without * were called inactive; ? = inconclusive; . = no result given.

SMILES	FN deposition inh	Casp6 inh	S100A4 MyoIIA	esBAF inh	LGR2 antag	C2C12 statin	SIRT5 block
Cc1ccc(-c2cc(C(=O)NCCCn3ccnc3)c3ccccc3n2)s1	6.0	-3.4	-5.6	14.2	.	-9.3	-16.1
O=C(Cc1ccccn1)N1CC2(C1)[C@@H](c1ccccc1)[C@@H](CO)N2C(=O)c1ccccc1	-16.4	-1.5	10.6	.	0.3	.	-0.6
C[C@@H]1CN([C@@H](C)CO)C(=O)c2cccc(NS(=O)(=O)c3cn(C)cn3)c2O[C@H]1CN(C)Cc1ccc2c(c1)OCO2	-5.1	1.3	5.8	2.8	0.7	-3.1	0.6
COc1ccc(CC(=O)NNS(=O)(=O)c2ccc(F)cc2)cc1OC	0.7	-1.1	-13.6	-3.3	.	-1.3	-1.3
CS(=O)(=O)c1ccc2nc(NC(=O)c3ccc(NS(=O)(=O)c4ccc(F)c(F)c4)cc3)sc2c1	-1.7	-3.7	-2.1	-1.0	-0.8	-17.3	-26.8
O=C(O)CCC(=O)NCc1cn(-c2ccccc2)nc1-c1cccc(Br)c1	0.6	1.8	0.6	-1.4	5.1	10.0	-5.0
CCc1nc2sccc2c(=O)n1N	2.4	2.0	6.7	.	-25.9	.	-0.3
O=C(O)c1ccc(NC(=O)c2cn(-c3ccccc3)nc2-c2cccc(Cl)c2)cc1	9.0	8.2	2.6	15.8	0.3	19.0	.
O=S(=O)(NCCc1csc(-c2ccccc2)n1)c1cccnc1	2.9	5.6	-1.0	.	-15.4	.	3.3
COc1cc(-c2noc(C)c2C(=O)NCCc2ccccc2)cc(OC)c1OC	-8.5	0.5	-0.7	-2.1	-4.3	4.2	.
COc1cccc(C(=O)Nc2ccc3c(c2)OC[C@@H](C)N(C(C)=O)C[C@H](C)[C@H](OC)CN(C)C3=O)c1	6.4	1.7	-3.1	-6.2	-11.7	-13.9	1.0
CCOC(=O)c1nnn(-c2nn3nnnc3c3ccccc23)c1C	0.8	.	.	4.1	.	4.0	.
CC(=O)Nc1ccc(NC(=O)c2ccc(Cn3cc(Cl)cn3)cc2)cc1	.	-2.4	1.2	.	8.8	.	3.2
CO[C@@H]1CN(C)C(=O)c2cc(NC(=O)C3CCOCC3)ccc2OC[C@@H](C)N(Cc2cccnc2)C[C@H]1C	4.6	.	2.6	-5.9	-5.1	-0.2	0.7
COc1ccc(C(=O)C(=O)N2CCC(Cc3ccccc3)CC2)cc1OC	13.2	-6.5	4.0	.	-0.4	.	.
O=C(CCc1ccccc1)Oc1ccccc1[N+](=O)[O-]	14.5	-6.2	-1.9	.	.	.	-0.4
C[C@@H]1CN([C@H](C)CO)C(=O)c2cc(NC(=O)Cc3cn(C)c4ccccc34)ccc2O[C@@H]1CN(C)S(=O)(=O)c1cccs1	.	.	-1.2	-1.4	-10.3	34.2	-1.8
Cc1ccc(N2C(=O)C3C=NNC3C2=O)cc1 (stereo not given)	-7.7	7.8	-4.5	-3.2	18.6	7.5	-2.8
CCOc1cc(N2CCOCC2)c(OCC)cc1NC(=O)CN1CCN(Cc2ccc3c(c2)OCO3)CC1	0.4	1.8	-1.5	.	12.6	.	-2.1
O=C(Cc1cccnc1)N1CC(=O)N2[C@H](CO)[C@H](c3ccc(/C=C/c4ccccc4)cc3)[C@@H]2C1	18.8	.	.	.	2.3	.	6.7
CCCNC(=O)N[C@H]1C=C[C@@H](CC(=O)N2CCN(C)CC2)O[C@@H]1CO	-9.9	-3.1	124.9*	-8.3	11.1	-6.7	5.5
CC(=O)OCCN(C)c1cc(SC(C)C)c2nonc2c1[N+](=O)[O-]	-1.9	6.0	0.7	0.8	7.7	16.4	4.3
Cc1cc(N2C(=O)CCC2=O)n(-c2ccccc2)n1	2.3	.	.	-10.3	.	9.1	.
O=C(CC12CC3CC(CC(C3)C1)C2)NCCN1CCOCC1	3.4	.	.	1.1	.	13.6	.
COC(=O)N1N=C(c2ccc(Br)cc2)CC1(O)C(F)(F)F (stereo not given)	-4.4	.	.	21.9	-69.5	-2.2	.
COc1ccc(C(=O)NCC(c2cccnc2)N2CCN(c3ccccc3OC)CC2)cc1OC (stereo not given)	-4.1	-0.2	0.3	6.0	19.4	5.2	-8.0
O=C(C[C@@H]1C[C@@H]2c3cc(NS(=O)(=O)c4ccc(F)cc4)ccc3O[C@@H]2[C@H](CO)O1)NCc1cccc(F)c1	9.3	-3.5	-0.4	-2.1	-12.7	0.1	12.1
CCn1cc(C(=O)O)c(=O)c2cc(F)c(N3CCN(C(=S)NC(=O)c4ccccc4Br)CC3)cc21	0.8	36.0*	-14.4	5.3	8.9	2.9	-2.4
CCOC(=O)C1=C(N)N2C(=O)C(C)SC2=C(C(=O)OC)C1c1cccc(OC)c1 (stereo not given)	13.6	-1.2	-2.3	-2.5	6.7	-4.4	.
Cn1c(SCc2ccc([N+](=O)[O-])cc2)nnc1-c1ccncc1	4.5	2.8	-3.2	-0.4	-1.9	4.2	1.0
CC1CCCCN1C(=O)c1cc(-c2ccc(Cl)c(Cl)c2)on1 (stereo not given)	3.1	.	.	?	-9.2	-45.6	.
CC(=O)c1cccc(NC(=O)c2ccccc2N(Cc2ccccc2)S(C)(=O)=O)c1	-0.3	0.0	5.1	-1.7	7.3	9.2	-3.0
COc1cc(CN2CCN(C3CCC3)CC2CCO)cc(OC)c1 (stereo not given)	0.4	-4.5	-4.5	-5.5	-7.5	5.8	-3.2
O=C(Nc1ccccc1F)c1ccc2ncsc2c1	-13.2	-3.1	2.8	56.5*	-117.7	1.6	-4.0
CO[C@H]1CN(C)C(=O)c2ccc(NC(C)=O)cc2OC[C@H](C)N(Cc2cc(F)ccc2F)C[C@H]1C	0.7	11.0	38.3	-3.1	15.6	-1.7	3.1
Cc1ccc(Cl)cc1NC(=O)CN1CCN(S(=O)(=O)N2CCC(C)CC2)CC1	3.0	2.7	-1.4	-3.6	22.1	-23.1	0.4
COc1ccc(NC(=O)N[C@H]2CC[C@H](CCNS(=O)(=O)c3ccccc3F)O[C@@H]2CO)cc1	-1.8	-1.0	-17.9	3.4	1.7	-6.6	-0.4
COc1ccc(NCc2nc3ccccc3n2CCOc2ccc(C)cc2)cc1	-2.7	-1.4	-2.5	.	-74.3	.	5.0
C[C@H](CO)N1C[C@H](C)[C@@H](CN(C)C(=O)NC2CCCCC2)OCCCC[C@H](C)Oc2ccc(NC(=O)CCCN(C)C)cc2C1=O	-2.4	1.6	21.0	7.9	6.7	.	0.9
CC1CCCN(c2ccc(C(=O)Nc3cccnc3)cc2[N+](=O)[O-])C1 (stereo not given)	4.7	-3.2	-6.8	?	-18.6	-13.6	0.9

10 structures already listed, ordered by count of non-hydrogen atoms, smallest number first:
SMILES	FN deposition inh	Casp6 inh	S100A4 MyoIIA	esBAF inh	LGR2 antag	C2C12 statin	SIRT5 block
Cc1cc(N2C(=O)CCC2=O)n(-c2ccccc2)n1	2.3	.	.	-10.3	.	9.1	.
COC(=O)N1N=C(c2ccc(Br)cc2)CC1(O)C(F)(F)F (stereo not given)	-4.4	.	.	21.9	-69.5	-2.2	.
CC1CCCCN1C(=O)c1cc(-c2ccc(Cl)c(Cl)c2)on1 (stereo not given)	3.1	.	.	?	-9.2	-45.6	.
CC(=O)OCCN(C)c1cc(SC(C)C)c2nonc2c1[N+](=O)[O-]	-1.9	6.0	0.7	0.8	7.7	16.4	4.3
CCCNC(=O)N[C@H]1C=C[C@@H](CC(=O)N2CCN(C)CC2)O[C@@H]1CO	-9.9	-3.1	124.9*	-8.3	11.1	-6.7	5.5
Cc1ccc(Cl)cc1NC(=O)CN1CCN(S(=O)(=O)N2CCC(C)CC2)CC1	3.0	2.7	-1.4	-3.6	22.1	-23.1	0.4
COc1ccc(NCc2nc3ccccc3n2CCOc2ccc(C)cc2)cc1	-2.7	-1.4	-2.5	.	-74.3	.	5.0
COc1ccc(NC(=O)N[C@H]2CC[C@H](CCNS(=O)(=O)c3ccccc3F)O[C@@H]2CO)cc1	-1.8	-1.0	-17.9	3.4	1.7	-6.6	-0.4
CCn1cc(C(=O)O)c(=O)c2cc(F)c(N3CCN(C(=S)NC(=O)c4ccccc4Br)CC3)cc21	0.8	36.0*	-14.4	5.3	8.9	2.9	-2.4
C[C@H](CO)N1C[C@H](C)[C@@H](CN(C)C(=O)NC2CCCCC2)OCCCC[C@H](C)Oc2ccc(NC(=O)CCCN(C)C)cc2C1=O	-2.4	1.6	21.0	7.9	6.7	.	0.9

Further entries
SMILES	FN deposition inh	Casp6 inh	S100A4 MyoIIA	esBAF inh	LGR2 antag	C2C12 statin	SIRT5 block
COc1ccc(S(=O)(=O)Nc2ccc3c(c2)C(=O)N([C@H](C)CO)C[C@@H](C)[C@@H](CN(C)C(=O)Nc2ccccc2)O3)cc1	.	8.5	-11.1	-2.8	-9.0	-10.8	0.7
CC1CCC2C(=O)N(c3cccc(C(=O)Nc4ccc(F)cc4)c3)C(=O)C2C1 (stereo not given)	.	-1.8	0.8	2.5	6.2	-21.4	-6.5
CCN1CCN(c2ccc(S(=O)(=O)N3CCCCC3)cc2NC(=O)CCNC(C)=O)CC1	-0.1	-5.4	16.7	-2.1	5.4	5.5	-1.0
CC(NC(=O)c1cccc(S(=O)(=O)N(C)c2ccccc2)c1)c1cccnc1 (stereo not given)	2.9	-115.2	4.6	-29.5	3.4	-7.0	2.1
C[C@@H]1CN([C@@H](C)CO)C(=O)c2cc(-c3ccc(C#N)cc3)cnc2O[C@H]1CN(C)CC1CCOCC1	.	1.0	5.2	0.6	-16.6	-22.7	-11.3
COc1ccc(CSc2ncnc3sccc23)cc1F	-2.7	4.3	-4.6	.	-51.5	.	-2.3
C[C@@H]1CN([C@H](C)CO)C(=O)c2cccc(NC(=O)NC3CCCCC3)c2O[C@@H]1CN(C)S(=O)(=O)c1cccs1	-2.5	1.7	-7.5	3.7	7.1	-43.5	4.8
CC(C)C(NS(=O)(=O)c1cc(C(=O)O)ccc1Cl)C(=O)O (stereo not given)	4.8	16.3	-8.0	-3.4	-3.3	6.3	2.1
Cc1ccc(S(=O)(=O)c2c(N)n(/N=C/c3ccco3)c3nc4ccccc4nc23)cc1	-2.5	.	.	-7.4	.	-2.2	.
CCCNC(=O)N[C@H]1C=C[C@H](CC(=O)NC2CCCCC2)O[C@H]1CO	-5.1	0.8	6.1	-0.4	-6.6	-1.9	-0.5
C[C@H](CO)N1C[C@H](C)[C@H](CN(C)Cc2cncnc2)Oc2cc(-c3ccccc3)ccc2S1(=O)=O	.	1.5	33.3	-5.2	-8.6	2.9	2.2
Brc1ccc(CNc2nc3ccccc3n2CCN2CCCCC2)cc1	-5.4	-1.5	-6.8	.	14.2	.	1.3

Some of the compounds tested; the hit share may differ from the screen's.
